# MrgX1 allo act: human MrgX1 positive allosteric modulation, primary screen | B-score at 10 µM | AID 588675 | MrgX1-HEK293, Fluo-4 calcium flux, FDSS; hits give high values | Q96LB2 | 310,000 tested, 0.63% active;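 active = plate-corrected calcium response at least 3 library SD above typical, normal starting fluorescence, not activating the receptor alone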;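 note: compound read alongside a low EC10 to EC30 dose of BAM8-22 agonist; peak minus trough fluorescence over baseline measured at the second addition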
# Target sequence (Q96LB2 whole entry, looked up): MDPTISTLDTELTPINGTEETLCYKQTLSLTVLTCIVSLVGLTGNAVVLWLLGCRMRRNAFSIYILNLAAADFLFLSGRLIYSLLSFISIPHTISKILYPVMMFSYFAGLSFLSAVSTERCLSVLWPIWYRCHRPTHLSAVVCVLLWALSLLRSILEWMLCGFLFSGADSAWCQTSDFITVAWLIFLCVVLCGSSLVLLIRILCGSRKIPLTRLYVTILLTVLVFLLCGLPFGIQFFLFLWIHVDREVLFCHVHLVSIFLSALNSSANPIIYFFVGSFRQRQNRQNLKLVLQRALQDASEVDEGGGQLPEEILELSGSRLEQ
# TRPC6 inhibitor: blocks the mouse TRPC6 cation channel | Q61143 | HEK293-TRPC6, membrane potential dye, ACh-evoked depolarization; hits give low values | B-score at 10 µM | 310,000 tested, 1.1% active;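 active = B-score under library mean minus 3 SD, initial fluorescence not abnormally high, positive integrated signal ratio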;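 note: B-score derived from integrated fluorescence ratio over the kinetic read; more negative B-score means stronger inhibition of depolarization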
# MrgX1 antagonist: human MrgX1 receptor antagonism, primary screen; Q96LB2; B-score at 10 µM; 310,000 tested, 1.3% active; AID 588676; MRGX1-HEK293 calcium flux, Fluo-4, BAM8-22 antagonism; hits give low values;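 active = calcium-response B-score plate-corrected more than 3 library SD below zero, starting fluorescence within 5 deviations, no agonist response on first addition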;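 note: peak minus trough fluorescence over baseline after final BAM8-22 challenge near maximal dose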
# TMEM16A act: mouse TMEM16A channel activation, primary screen; Q8BHY3; HEK293 TMEM16A/YFP-H148Q/I152L, iodide quench fluorescence; hits give low values; B-score at 10 µM; 340,000 tested, 0.3% active;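 active = fluorescence-ratio B-score plate-corrected deviation score at least 3 library SD below zero, with starting fluorescence score within 5 deviations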;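 note: channel opened by trigger with iodide after compound preincubation; score built on the fluorescence ratio of max minus min over baseline; more negative score means more quench and so TMEM16A activation or potentiation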
# TMEM16A inh: inhibitors of mouse TMEM16A calcium-activated chloride channel | HEK293 TMEM16A/YFP iodide influx fluorescence, ionomycin | normalized B-score (activity score, 25-100; higher = stronger inhibition) at 10 µM | 310,000 tested, 1.2% active | AID 588511;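 active = ratio plate-corrected score three or more library SD toward inhibition, starting fluorescence score within five deviations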;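 note: score derived from kinetic fluorescence span divided by baseline fluorescence per well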
# SKKanGAS inh: SKKanGAS growth inhibition; S. pyogenes SKKanGAS, kanamycin growth, BacTiter-Glo, 6 h; inhibition, % at 7.5 µM; 300,000 tested, 1.3% active; AID 1662;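 active = mean replicate score, as percent of positive control median, at least 50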;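 note: strain carries kanamycin resistance gene driven by streptokinase promoter and grows in 40 µg/ml kanamycin; loss of luminescence reflects streptokinase promoter inhibition or plain growth inhibition; 0% = median of DMSO wells and 100% = positive control at its reference dose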
# MrgX1 ag: human MrgX1 receptor agonism, primary screen. AID 588627. B-score at 10 µM. MrgX1-HEK293 cells, Fluo-4 calcium fluorescence, agonist mode; hits give high values. 310,000 tested, 0.44% active. Q96LB2;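 active = calcium response B-score plate-corrected fluorescence ratio at least 3 library SD, with starting fluorescence B-score inside 5 SD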
#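 Material: MrgX1-expressing HEK293 cells / Dosing: compound as first of three additions / Incubation: overnight seeding, then 1 h dark dye loading / Signal: Fluo-4 NW calcium fluorescence / Evaluation: B-scored fluorescence response ratio / Benchmarks: positive and negative control wells on each plate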
# TRPC4 inh: inhibitors of mouse TRPC4 channel | Q9QUQ5 | HEK293 TRPC4beta/mu-opioid, DAMGO-evoked Fluo4 calcium flux; hits give low values | B-score at 10 µM | 300,000 tested, 0.39% active;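 active = B-score over 3 SD under the library average, no early fluorescence shift, positive overall ratio signal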
#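 Assay system: HEK293 cells with stable TRPC4beta plus mu-opioid receptor expression; Probe or stimulus: DAMGO in two steps, submaximal then maximal; Dosing: single-point compound dosing; Measured by: Fluo4 calcium-dye fluorescence, kinetic read; Read-out basis: B score from integrated Fluo4 fluorescence ratio.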
# TRPC4 PAM: allosterically enhances the mouse TRPC4 cation channel; Q9QUQ5; HEK293 TRPC4beta/mu-opioid, DAMGO EC20, Fluo-4 Ca2+ flux; hits give high values; B-score at 10 µM; 310,000 tested, 0.42% active;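 active = B-score of calcium response area above 5 SD of library B-scores, with initial fluorescence ratio within 5 SD of library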;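 note: B-score of integrated fluorescence ratio over time as area under calcium response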
# TRPC4 act: opens the mouse TRPC4 cation channel. Q9QUQ5. HEK293 TRPC4beta/mu-opioid, Fluo4 calcium fluorescence; hits give high values. B-score at 10 µM. 310,000 tested, 0.49% active;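 active = B-score above 5 SD of library B-scores, and initial fluorescence ratio not above library mean plus 5 SD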;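 note: positive B-score marks a calcium rise read as TRPC4 activation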
#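 Assay system: HEK293 stable line with TRPC4beta plus mu-opioid receptor; schedule: 45 min room-temperature Fluo4 loading, 110 s read; technique: kinetic Fluo4 calcium fluorescence; evaluation: integrated baseline-normalised fluorescence ratio, converted to per-well B score; controls: buffer (low) and maximal DAMGO (high)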
# TRPC6 act: activates the mouse TRPC6 cation channel; Q61143; HEK293-TRPC6 membrane potential dye fluorescence; hits give high values; B-score at 10 µM; 310,000 tested, 0.13% active;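 active = B-score of the integrated fluorescence ratio above library mean plus 3 SD, and starting fluorescence ratio within library mean plus 5 SD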;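 note: higher score means more depolarization so channel activation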
# The depositor's hits bear a star; i = inactive; nt = not tested or not shown.
compound,MrgX1 allo act,TRPC6 inhibitor,MrgX1 antagonist,TMEM16A act,TMEM16A inh,SKKanGAS inh,MrgX1 ag,TRPC4 inh,TRPC4 PAM,TRPC4 act,TRPC6 act
COC(=O)/C(=N/Nc1ccccc1)N1CCCc2ccccc21,i,i,i,i,i,-2,i,i,i,i,i
CN(Cc1ccncc1)C1CC(=O)N(c2ccc(F)cc2)C1=O (configuration not stated),i,i,i,i,i,-2,i,i,i,i,i
O=S(=O)(c1cccc2nsnc12)N1CCN(C/C=C/c2ccccc2)CC1,i,i,i,i,i,-1,i,i,i,i,i
CCCNC(=O)c1ccc(COc2cccc3ccccc23)o1,i,i,i,i,i,2,i,i,i,i,i
COC(=O)[C@H]1[C@H]2C[C@@H]3c4[nH]c5cc(OC)ccc5c4CCN3C[C@H]2C[C@@H](OC(=O)c2cc(OC)c(OC)c(OC)c2)[C@@H]1OC,i,nt,i,i,i,nt,i,nt,nt,nt,nt
CCOC(=O)C(C)Sc1ncnc2c1c(-c1ccccc1)cn2-c1ccc(OC)cc1 (configuration not stated),i,i,i,i,i,3,i,i,i,i,i
CCc1ccc2c(c1)/C(=N/OC)C(=O)N2,i,i,i,i,i,-13,i,i,i,i,i
Cc1ccc(S(=O)(=O)N2CCOCC2)cc1C(=O)Nc1ccc2c(c1)CCC2,i,i,i,i,i,-11,i,i,i,i,i
CCS(=O)(=O)N1CCC(C(=O)Oc2ccc(Br)cc2)CC1,i,i,i,i,i,3,i,i,i,i,i
CCN(CC)C(=O)COc1ccc(/C(C)=N/NC(=O)c2ccccc2O)cc1,i,i,i,i,i,-11,i,i,i,i,i
O=C(CN1CCCc2ccccc21)N/N=C/c1ccccc1,i,i,i,i,i,8,i,i,i,i,i
O=C(O)CCC(=O)/C=C/c1ccccc1,i,i,i,i,i,3,i,i,i,i,i
Cc1ccc(OCC(=O)Nc2ccc(N(C)C)cc2)cc1,i,i,i,i,i,-18,i,i,i,i,i
COc1cccc(NC(=O)NC2CCN(Cc3nnnn3Cc3ccc4c(c3)OCO4)CC2)c1,i,i,i,i,i,-4,i,i,i,i,i
CN(C)c1ccc(-c2nc3ccccn3c2/N=C/c2ccc(Br)cc2)cc1,i,i,i,i,i,7,i,i,i,i,i
O=C(CC1SC(N2CCCC2)=NC1=O)Nc1ccc(C(=O)Nc2ncccc2O)cc1 (configuration not stated),i,i,i,i,i,6,i,i,i,i,i
O=C1c2cccc3c(N4CCCCC4)ccc(c23)C(=O)N1c1ccccn1,i,i,i,i,i,3,i,i,i,i,i
CC(=O)NC(Cc1ccccc1)C(=O)NC1CCN(C(=O)NC2CCCCC2)CC1 (configuration not stated),i,i,i,i,i,6,i,i,i,i,i
Cc1cc(Oc2ccccc2)nc(-c2ccccc2O)n1,i,i,i,i,i,32,i,i,i,i,i
CCN(CC(=O)NCc1cccs1)C(=O)/C=C/c1ccc(Cl)c(Cl)c1,i,i,i,i,i,-17,i,i,i,i,i
CCN(CC)C(=O)CSc1nnc(-c2ccccn2)n1-c1ccc(C)c(C)c1,i,i,i,i,i,3,i,i,i,i,i
Cc1c(Cl)c([N+](=O)[O-])nn1CCCC(=O)Nc1c(C)n(C)n(-c2ccccc2)c1=O,i,-6.5*,i,i,i,7,i,i,i,i,i
CCN(CC)CCNC(=S)Nc1ccc(F)cc1,i,i,i,i,i,2,i,i,i,i,i
Cc1cc(Cl)n2c(nc3cc(F)c(F)cc32)c1C#N,nt,i,nt,i,nt,1,nt,i,i,i,i
CCOC(=O)NS(=O)(=O)c1ccc(CCNC(=O)c2cc(C)on2)cc1,i,i,i,i,i,4,i,i,i,i,i
O=C(C1CCN(S(=O)(=O)c2ccc(Br)s2)CC1)N1CCCCC1,i,i,i,i,i,-2,i,i,i,i,i
c1ccc2nc3c(nc2c1)CCCC3,i,i,i,i,i,3,i,i,i,i,i
CC(OC(=O)CNC(=O)c1ccco1)C(=O)Nc1ccc(Cl)cn1 (configuration not stated),i,i,i,i,i,0,i,i,i,i,i
COC(=O)/C(C#N)=C/c1c(N2CCCCCC2)nc2c(C)cccn2c1=O,nt,i,nt,i,nt,25,nt,i,i,i,i
O=S1(=O)CCOC[C@H](CC2CCCCC2)N1Cc1ccccc1Br,i,i,i,i,i,14,i,i,i,i,i
CC(Oc1cccc(Cl)c1)C(=O)Nc1ccccc1C(=O)N1CCCCC1 (configuration not stated),i,i,i,i,i,-4,i,i,i,i,i
CCN(CC)C(=O)CSc1nnc(-c2cccnc2)n1Cc1ccccc1,i,i,i,i,i,3,i,i,i,i,i
CN1C(=O)NC(c2ccc([N+](=O)[O-])cc2)C2=C1CC(C)(C)CC2=O (configuration not stated),i,i,i,i,i,-10,i,i,i,i,i
CN(c1ccc(OCC(=O)OCC(=O)Nc2cccc([N+](=O)[O-])c2)cc1)S(=O)(=O)c1ccc(F)cc1,i,i,i,i,i,0,i,i,i,i,i
NS(=O)(=O)c1ccc(NC(=S)NNC(=O)CCC(=O)Nc2ccccc2Cl)cc1,i,i,i,i,i,-3,i,i,i,i,i
COC(=O)c1cc(=O)nc2sc3ccccc3n12,i,i,i,i,i,0,i,i,i,i,i
Nc1nc2ccccc2n1C(=O)CCc1ccccc1,i,i,i,i,i,23,i,i,i,i,i
Cc1cc(C(=O)C(=O)N(C)C)c(C)n1-c1ccc([N+](=O)[O-])cc1,i,i,i,i,i,5,i,i,i,i,i
COc1ccccc1/C=C/C(C)=O,i,i,i,i,i,-16,i,i,i,i,i
O=C(Nc1nc(-c2ccc(Cl)s2)cs1)c1cccs1,i,i,i,i,25*,26,i,i,i,i,i
O=C1C2C(c3ccccc3)C=CC(c3ccccc3)C2C(=O)N1c1ccncc1 (configuration not stated),i,i,i,i,i,4,i,i,i,i,i
CC1(C)CC(NCCN2CCN(C3=CC(=C(C#N)C#N)CC(C)(C)C3)CC2)=CC(=C(C#N)C#N)C1,i,i,i,i,i,32,i,nt,i,55*,i
Cc1ccccc1N=C(NOCc1ccccc1)c1nonc1N,i,nt,i,i,i,nt,i,nt,nt,nt,nt
CC(C)(C)c1ccc(CCC2OCC(C[N+]3(C)CCOCC3)O2)cc1 (configuration not stated),i,i,i,i,i,9,i,i,i,i,i
Cc1ccccc1NC(=O)Cc1nnc(SCC(=O)N2CCN(c3ccccc3)CC2)n1C,i,i,i,i,i,8,i,i,i,i,i
Cn1c(CO)c(-c2ccccc2)c2cc([N+](=O)[O-])ccc21,i,i,i,i,i,-6,i,i,i,i,i
CCOC(=O)C1=C(COc2ccc(C)cc2)NC(=O)NC1c1cc(C)ccc1C (configuration not stated),i,i,i,i,i,4,i,i,i,i,i
CN(CC(=O)Nc1ccc(F)cc1)C(=O)c1ccccc1OCc1ccc(F)cc1,i,i,i,i,i,-3,i,i,i,i,i
CCOc1ccc(CCNC(=O)c2cccc(S(=O)(=O)N3CCOCC3)c2)cc1OCC,i,i,i,i,i,-12,i,i,i,i,i
COC(=O)c1ccc(CSc2nc3c(cnn3-c3ccc(F)cc3)c(=O)[nH]2)o1,i,nt,i,i,i,nt,i,nt,nt,nt,nt

# Next section:
compound,MrgX1 allo act,TRPC6 inhibitor,MrgX1 antagonist,TMEM16A act,TMEM16A inh,SKKanGAS inh,MrgX1 ag,TRPC4 inh,TRPC4 PAM,TRPC4 act,TRPC6 act
CCOC(=O)C(=O)NC(C)CCc1ccccc1 (configuration not stated),i,i,i,i,i,-2,i,i,i,i,i
O=C(Nc1cccc(Cl)c1)Nc1cc(S(=O)(=O)N2CCCCC2)ccc1Cl,i,i,i,i,i,54*,i,i,i,i,i
CCc1ccccc1NC(=O)N1CCc2ccccc2C1,i,i,i,i,i,13,i,i,i,i,i
COc1cc2c(cc1C1C(C#N)=C(N)OC3=C1C(=O)CC(C)(C)C3)OCO2 (configuration not stated),i,i,i,i,i,6,i,i,i,i,i
Oc1ccccc1/C=N/n1cnn(Cc2ccccc2Cl)c1=S,i,i,-6.1*,i,i,-9,i,i,i,i,i
Cc1ccc(Sc2c(C)nn(C(=O)c3cccc(S(=O)(=O)N4CCOCC4)c3)c2C)cc1,i,i,i,i,i,5,i,i,i,i,i
Cc1ccccc1-c1nc(CN2CCN(C(=O)c3ccco3)CC2)c(C)o1,i,i,i,i,i,-2,i,i,i,i,i
Cc1cc(C)cc(Oc2ccc(S(=O)(=O)N3CCN(C)CC3)cn2)c1,i,i,i,i,i,-18,i,i,i,i,i
O=C(CN1CCN(Cc2ccccc2)CC1)Nc1ccccc1,i,i,i,i,i,-2,i,i,i,i,i
O=C(CCC(=O)c1ccc(F)cc1)NCc1ccccc1C(F)(F)F,i,i,i,i,i,0,i,i,i,i,i
Cc1cnn(-c2cc(N/N=C/c3ccccc3Cl)ncn2)c1,i,i,i,i,i,-12,i,i,i,i,i
Cc1cc(NC(=O)c2ccc3c(c2)OCCO3)no1,i,i,i,i,i,23,i,i,i,i,i
O=C(Nc1ccc(Br)cc1)c1cccc(S(=O)(=O)Nc2ccccn2)c1,i,i,i,i,i,2,i,i,i,i,i
CCn1c(COc2ccccc2)nnc1SCc1ccc(C#N)cc1,i,i,i,i,i,-19,i,i,i,i,i
O=C(COc1ccc(S(=O)(=O)NC2CCCCC2)cc1)N1CCN(c2cccc(Cl)c2)CC1,i,i,i,i,i,1,i,i,i,i,i
CC(=O)n1cc(/C=N/NC(=O)c2ccccc2O)c2ccccc21,i,i,i,i,i,5,i,i,i,i,i
COc1cccc(C(C)NC(=O)Nc2ccccc2Cl)c1 (configuration not stated),i,i,i,i,i,0,i,i,i,i,i
Cc1cc(C)n(CC(=O)N2CCCC(N3CCN(Cc4ccc5c(c4)OCO5)CC3)C2)n1 (configuration not stated),i,i,i,i,i,-1,i,i,i,i,i
CC(=O)Nc1cccc(/C(C)=N/NS(=O)(=O)c2ccccc2)c1,i,i,i,i,i,-9,i,i,i,i,i

# High-throughput results (PubChem)
